# TNAP inh no acc: TNAP (human) inhibition, acceptor-free conditions. purified TNAP, CDP-star luminescence, 30 min. inhibition, % at 20 µM. P05186. actives 0.26% (n = 200,000);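 active = tissue-nonspecific alkaline phosphatase inhibition above about 50% at 20 µM in the single-dose screen, limit read from the data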;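 note: 0% = DMSO negative control and 100% = EDTA positive control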
# Target sequence (P05186 whole entry, looked up): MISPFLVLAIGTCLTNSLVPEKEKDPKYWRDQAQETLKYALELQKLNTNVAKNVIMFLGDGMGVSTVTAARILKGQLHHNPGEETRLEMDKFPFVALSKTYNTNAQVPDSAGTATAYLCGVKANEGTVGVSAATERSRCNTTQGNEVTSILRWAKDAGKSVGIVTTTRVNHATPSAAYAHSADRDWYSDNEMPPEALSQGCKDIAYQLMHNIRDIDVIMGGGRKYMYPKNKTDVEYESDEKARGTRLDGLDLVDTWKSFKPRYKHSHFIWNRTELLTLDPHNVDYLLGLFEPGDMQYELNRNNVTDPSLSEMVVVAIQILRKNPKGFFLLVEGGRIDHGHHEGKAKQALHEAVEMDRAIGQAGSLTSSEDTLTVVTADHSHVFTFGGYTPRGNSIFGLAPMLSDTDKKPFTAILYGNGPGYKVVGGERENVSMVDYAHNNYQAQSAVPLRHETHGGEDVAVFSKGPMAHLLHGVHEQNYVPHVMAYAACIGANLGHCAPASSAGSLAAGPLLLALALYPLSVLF
# RAM inhibit: yeast RAM network inhibition; inhibition, % at 50 µM; S. cerevisiae dse1pr::URA3 reporter, 5-FOA growth OD615, 2 d; analog-sensitive cbk1-as2 kinase mutant strain; actives 1.8% (n = 190,000); AID 868;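 active = inhibition above a set limit, 3 SD over mean compound inhibition, cut at about 8.4% in these data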;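 note: 0% = DMSO-only wells with no growth and 100% = 10 µM 1-NA-PP1 full growth; inhibition rescues growth on 5-FOA so higher OD means more RAM inhibition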
# TNAP inh hiacc: blocks human TNAP under high phosphate acceptor concentration; AID 1135; purified TNAP, CDP-star luminescence, 1 M DEA; inhibition, % at 20 µM; P05186; actives 0.03% (n = 200,000);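 active = over 50% inhibition of tissue-nonspecific alkaline phosphatase at 20 µM in the single-dose screen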;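 note: plate controls were DMSO wells for no effect and EDTA-quenched wells as full inhibition for full effect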
# L major viab: reduces viability of Leishmania major promastigotes | resazurin fluorescence viability | inhibition, % at 10 µM | actives 9% (n = 200,000) | AID 1063; in the data active = inhibition above about 50%;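 note: promastigotes grown with compound for 44 hours at 28 °C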
# FLuc inh counter: Photinus pyralis luciferase inhibition counter-screen; P08659; ATPLite firefly luciferase biochemical luminescence, 10 min; inhibition, % at 10 µM; actives 1.5% (n = 200,000); AID 1006;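 active = inhibition above about 50% when tested at 10 µM, limit read from the data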
# Target sequence (P08659 whole entry, looked up): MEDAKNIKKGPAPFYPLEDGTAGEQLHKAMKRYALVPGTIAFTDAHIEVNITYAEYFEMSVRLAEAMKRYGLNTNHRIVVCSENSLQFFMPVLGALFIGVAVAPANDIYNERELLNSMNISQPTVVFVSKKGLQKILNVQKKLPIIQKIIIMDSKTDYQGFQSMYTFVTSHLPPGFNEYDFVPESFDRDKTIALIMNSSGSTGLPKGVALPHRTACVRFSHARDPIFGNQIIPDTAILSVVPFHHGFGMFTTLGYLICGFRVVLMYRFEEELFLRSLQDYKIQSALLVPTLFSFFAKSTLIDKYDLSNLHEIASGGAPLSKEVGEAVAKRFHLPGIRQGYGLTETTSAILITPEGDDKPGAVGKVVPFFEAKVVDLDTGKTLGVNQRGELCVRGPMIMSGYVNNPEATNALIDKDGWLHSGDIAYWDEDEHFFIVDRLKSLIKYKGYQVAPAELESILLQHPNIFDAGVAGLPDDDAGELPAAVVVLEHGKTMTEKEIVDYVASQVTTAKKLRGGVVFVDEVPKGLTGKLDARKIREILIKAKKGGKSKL
# FLuc act counter: firefly luciferase counter-screen for stimulation assays | ATPlite luciferase biochemical, luminescence, 10 min; 0 = ATP-free wells, 1 = DMSO control | activation factor at 10 µM | 200,000 tested, under 10 active | AID 1027;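 active = luciferase activation factor, scaled between plate controls, of at least 2 with compound at 10 µM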
#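 test system = cell-free luciferase reagent | medium = PBS as buffer for the ATP substrate | dosing = test compounds dosed from 2 mM stocks in 100% DMSO | incubation = 10 min at ambient temperature | detection = luminescence measurement of luciferase light output | benchmarks = low control with PBS replacing ATP, high control enzyme plus ATP without compound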
# bIAP activator: intestinal alkaline phosphatase (bovine) activation; purified bovine IAP, CDP-star luminescence, 30 min; stronger effect = higher value; fold of DMSO-control signal, blank-subtracted; actives 0.17% (n = 200,000); activation factor at 20 µM; AID 1016;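 active = activation factor of 2 or more at 20 µM, a signal rise over negative controls twice the positive control's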
# APP 5UTR inh: APP translation inhibition. SH-SY5Y APP 5'UTR-luciferase reporter, luminescence. AID 1285. inhibition, % at 2 µM. actives 0.82% (n = 190,000);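 active = inhibition above a set limit, derived from the sample mean plus 3 SD, cut at about 45% in these data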; note: values of inactives mirror those of a sister screen read the other way
# bIAP inh: intestinal alkaline phosphatase (bovine) inhibition; 190,000 tested, under 10 active; purified bovine IAP, CDP-star luminescence, 30 min; inhibition, % at 20 µM;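 active = over 50% inhibition of intestinal alkaline phosphatase at 20 µM in the single-dose screen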
#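 Assay system – bovine IAP enzyme · Quantity – bovine IAP at 1/65,000,000 final dilution · Detection – CDP-star luminescence signal · Times – 30 min reaction at room temperature · Also added – CDP-star substrate at 30 µM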
# TNAP act hiacc: TNAP (human) activation, high acceptor | purified TNAP, CDP-star luminescence, 1 M DEA, 30 min; stronger effect = higher value; 0 = EDTA background, 1 = DMSO-only activity | activation factor at 20 µM | AID 1136 | 200,000 tested, under 10 active | P05186;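 active = activation factor at least 2 at 20 µM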
#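 Test system – human TNAP · Doses – 20 µM single point · Incubation – 30 min, room temperature · Signal – luminescent substrate turnover signal · Read-out basis – activation factor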
# Numbers without * were called inactive; . = no result given.
# Below each SMILES – TNAP inh hiacc, TNAP inh no acc, bIAP activator, RAM inhibit, TNAP act hiacc, L major viab, bIAP inh, FLuc inh counter, APP 5UTR inh, FLuc act counter
1	COC(=O)CC(NC(=O)c1ccco1)c1ccc(C(C)C)cc1 (stereo not given)
    -5, -8, 0.8, 0.9, 1.1, 12, 18, -3, ., 1
2	CN(C)S(=O)(=O)c1ccc(C(=O)OCC(=O)Nc2cccnc2Cl)cc1
    2, -2, 0.9, -0.6, 1, -3, 6, 3, -4, 1
3	Cc1nn(Cc2ccc(C(=O)Nc3ccccc3F)cc2)c(C)c1Cl
    -3, -5, 1.1, 1.8, 1, 12, -14, -4, 0, 1
4	CC(C)CCN1CCN(CCCn2cccn2)CC1CCO (stereo not given)
    -4, -10, 1, 2.0, 1, 9, 0, -4, 7, 1
5	O=C(O)C1C(c2ccccc2)C(C(=O)Oc2ccccc2)C1c1ccccc1 (stereo not given)
    -3, -8, 1, 2.0, 1, -8, 0, -3, -3, 1
6	CSc1ccccc1NC(=O)CN1CCCCC1C (stereo not given)
    -5, -9, 1, 0.1, 1.1, -2, 0, -7, 2, 1.1
7	CC1Nc2ccccc2C(=O)N1NS(C)(=O)=O (stereo not given)
    0, -8, 1, 1.0, 1, -6, 4, 0, 4, 1
8	CC(=O)Nc1nc2n(n1)C(c1ccc(Cl)cc1)C=C(C)N2 (stereo not given)
    3, 8, 1.1, 1.2, 1, -3, -12, -5, 9, 1.1
9	C=CCSc1nnc(NC(=O)c2cn(CC)c3nc(C)ccc3c2=O)s1
    2, 3, 1.2, 3.2, 1, 11, -16, -2, 11, 1
10	Cc1ccc(C2(C)NC(=O)N(CC(=O)NC(=O)NC3CCCC3)C2=O)cc1 (stereo not given)
    -2, -9, 0.9, ., 1, -1, 12, -1, 3, 1
11	CCCCOC(=O)c1ccc(NC(=S)NC(=O)c2c(Br)c(C)nn2C)cc1
    0, 13, 1.1, 7.4, 1, -6, -14, -7, -4, 1.1
12	CC(C)(C)c1nc(SCC(=O)NCc2ccco2)c2ccccc2n1
    -4, -12, 1.1, 1.8, 1, -1, -8, -3, -11, 1
13	COc1cccc(C2(c3cccc(OC)c3)CC2C(=O)Nc2cccc3ccccc23)c1 (stereo not given)
    -3, -14, 0.6, 4.5, 1, -4, 40, -3, 6, 1
14	Cn1c(N)c(C(=O)COC(=O)c2ccccc2NCc2ccco2)c(=O)n(C)c1=O
    -6, 2, 1.2, 1.1, 1.1, -4, -16, -10, -24, 1.1
15	COc1ccc(C)cc1NC(=O)NCc1ccco1
    -5, -6, 0.9, 1.1, 1.1, 0, 6, 6, -9, 0.9
16	Nc1nc(SCC(=O)N2CCCCCC2)[nH]c(=O)c1NC(=O)c1ccco1
    -9, -16, 0.9, 0.0, 1.1, -8, 10, -6, 12, 1.1
17	COc1cc(/C=N/Nc2nc(C)cc(=O)[nH]2)ccc1OC(=O)c1cccnc1
    -6, -14, 1, 1.9, 1.1, -3, -1, 2, -2, 1
18	O=C(c1ccco1)N1CCN(S(=O)(=O)c2ccc(Cl)s2)CC1
    -4, -14, 1, 4.2, 1, -3, 4, -6, 3, 1.1
19	COc1cc([C@@H]2[C@H]3CN(C)CC=C3C(C#N)=C(N)C2(C#N)C#N)cc2c1OCO2
    -1, -18, 1, 0.8, 1, 7, 5, -4, 15, 1
20	C=CCOc1c(Br)cc(/C=N/n2c(CC)n[nH]c2=S)cc1Br
    16, 59*, 1.1, 7.8, 0.8, -5, -6, 3, -30, 1

# Values by screen from the entries so far.
# bIAP activator, entries 2 to 9, in order: 0.9, 1.1, 1, 1, 1, 1, 1.1, 1.2
# FLuc inh counter, entries 2 to 9, in order: 3, -4, -4, -3, -7, 0, -5, -2

# Full records from above. Order of values: TNAP inh hiacc, TNAP inh no acc, bIAP activator, RAM inhibit, TNAP act hiacc, L major viab, bIAP inh, FLuc inh counter, APP 5UTR inh, FLuc act counter
# Listed for Cc1nn(Cc2ccc(C(=O)Nc3ccccc3F)cc2)c(C)c1Cl = -3, -5, 1.1, 1.8, 1, 12, -14, -4, 0, 1
# Listed for COC(=O)CC(NC(=O)c1ccco1)c1ccc(C(C)C)cc1 (stereo not given) = -5, -8, 0.8, 0.9, 1.1, 12, 18, -3, ., 1
# Listed for C=CCOc1c(Br)cc(/C=N/n2c(CC)n[nH]c2=S)cc1Br = 16, 59*, 1.1, 7.8, 0.8, -5, -6, 3, -30, 1
# Listed for O=C(O)C1C(c2ccccc2)C(C(=O)Oc2ccccc2)C1c1ccccc1 (stereo not given) = -3, -8, 1, 2.0, 1, -8, 0, -3, -3, 1

# Entries above that bear a hit mark in TNAP inh no acc.
no.	SMILES	TNAP inh hiacc	TNAP inh no acc	bIAP activator	RAM inhibit	TNAP act hiacc	bIAP inh	APP 5UTR inh
20	C=CCOc1c(Br)cc(/C=N/n2c(CC)n[nH]c2=S)cc1Br	16	59*	1.1	7.8	0.8	-6	-30

# Remaining list, next part:
# Below each SMILES – TNAP inh hiacc, TNAP inh no acc, bIAP activator, RAM inhibit, TNAP act hiacc, L major viab, bIAP inh, FLuc inh counter, APP 5UTR inh, FLuc act counter
21	CC(C)n1nnnc1SCC(=O)NCc1cccs1
    -7, 2, 0.9, 0.7, 1.1, -9, 7, -2, 8, 1
22	O=S1(=O)CCN2C(c3cccc4ccccc34)=CSC2=N1
    -5, -6, 1, -0.4, 1, 1, 1, -7, 10, 1.1
23	CCCn1c(CN2CCN(C(=O)OCC)CC2)nc2c1c(=O)n(C)c(=O)n2C
    -1, -8, 1, -0.6, 1, -6, -5, -2, -9, 1
24	CSc1cccc(NC(=S)N2CCC(N(C)C3CCCCC3)CC2)c1
    -4, -7, 1.2, -1.2, 1, 88*, -19, -7, -3, 1.1
25	CCOc1ccc(NC(=O)CCC(=O)NNC(=O)COc2ccc(C)cc2)cc1
    -5, -35, 1.1, 6.3, 1.1, -4, -8, -2, -17, 1
26	COC(=O)/C(C#N)=C/c1occc1C
    -3, -2, 1, -0.5, 1, -8, -4, -5, -7, 1.1
27	COc1ccccc1C(=O)Nc1cc2c(ccc3ccccc32)oc1=O
    -3, -9, 1, 0.5, 1, -8, 2, -6, -10, 1.1
28	COc1ccc(OC)c(Nc2cc(C(=O)NCCCN3CCOCC3)c3ccccc3n2)c1
    6, 1, 1, 3.0, 0.9, -2, 2, 0, 7, 1
29	CC(C)CC(NC(N)=O)C(=O)Nc1ccc2c(c1)OCO2 (stereo not given)
    4, -6, 1.2, 1.1, 1, 4, -17, 6, 25, 0.9
30	CC1=CCC(C(=O)O)(C(=O)N/N=C/c2cccs2)C(c2ccc(Cl)cc2)C1 (stereo not given)
    -5, -8, 1, 2.9, 1.1, -7, 5, -6, -4, 1.1
31	CCCn1nnnc1NCc1ccc(N2CCCC2)cc1
    0, -8, 0.9, -0.4, 1, -1, 6, -5, -3, 1.1
32	Cc1cc(CNC(=O)C(C)n2cc([N+](=O)[O-])cn2)c2ccccc2n1 (stereo not given)
    -2, -8, 1, -0.4, 1, 3, 0, -1, -1, 1
33	CC1=CC2=NC(=O)/C(=C\c3ccc(OC(=O)c4ccco4)cc3)C(=N)N2O1
    6, -9, 1, 6.0, 0.9, -5, 3, -2, 5, 1
34	Cc1ccc(S(=O)(=O)N(CC(=O)NCc2ccco2)Cc2ccc(F)cc2)cc1
    -7, -8, 1, 1.5, 1.1, 25, 1, -6, 5, 1.1
35	CCC1CCCN1Cn1cnc2c([nH]c3ccccc32)c1=O (stereo not given)
    -7, 2, 1, 0.0, 1.1, 13, 4, -3, 16, 1
36	COC(=O)C(C(=O)OC)C(C[N+](=O)[O-])c1ccc(OC)c(OC)c1 (stereo not given)
    -4, -12, 1, 0.3, 1, 100*, 0, -7, -8, 1.1
37	CSc1ccccc1NC(=O)c1ccc(CN2CCOCC2)cc1
    -5, -16, 1, -0.3, 1.1, 0, 0, 10, -22, 0.9
38	O=C(CSc1nc2ccccc2[nH]1)Nc1c(F)cccc1F
    -1, -11, 1.2, 4.6, 1, 1, -19, -5, -6, 1.1
39	Cn1c(=O)[nH]c(Nc2ccccc2)c([N+](=O)[O-])c1=O
    -3, -6, 1, 1.7, 1, -5, -2, -4, -8, 1
40	Cc1ccc(C(=O)N/C(=C\c2ccccc2)C(=O)NCC2CCCO2)cc1 (stereo not given)
    -4, -6, 1.2, -0.2, 1, -6, -24, -5, 0, 1.1
41	O=C(CN1CCOCC1)NC1CC2CCC1C2 (stereo not given)
    -6, -7, 0.9, 0.6, 1.1, -5, 7, -4, -5, 1
42	Cc1nc(Nc2ccc(F)cc2)[nH]c(=O)c1CCC(C)C
    -1, 12, 1, 2.0, 1, 53*, -2, 4, -8, 1
43	CC(/C=N/Nc1nc2ccccc2[nH]1)=C\c1ccccc1
    -2, -28, 0.9, 1.3, 1, 41, 12, 72*, -172, 0.3
44	CCCCCOC(=O)C1=C(C)NC(=O)NC1c1ccccc1OCC (stereo not given)
    0, -4, 1, 0.7, 1, 19, 4, -3, -30, 1
45	Cc1c(C(=O)Nc2cccc(Cl)c2)c2ccccn2c1CCc1ccncc1
    1, -9, 0.8, -0.1, 1, 75*, 18, 0, -10, 1
46	CCCn1c(C)cc(C(=O)Cn2nnc3ccccc3c2=O)c1C
    -1, -7, 1, 1.9, 1, -9, 0, 57*, -159, 0.4
47	O=C(COc1ccccc1)NNC1=NS(=O)(=O)c2ccccc21
    -6, -7, 1.3, 0.6, 1.1, -5, -32, 22, -10, 0.8
48	COc1ccc(Br)cc1S(=O)(=O)Nc1cccc(C)n1
    -6, -10, 1, -0.4, 1.1, -6, 1, -6, -15, 1.1
49	O=C(O)C1C(c2ccccc2)C(C(=O)N2CCOCC2)C1c1ccccc1 (stereo not given)
    -6, -16, 1, 1.2, 1.1, -7, 3, -5, -5, 1
50	O=C(c1ccc(COc2ccccc2Cl)o1)N1N=C(C(F)F)CC1(O)C(F)F (stereo not given)
    -2, -12, 1, 3.6, 1, -4, -2, -2, 7, 1
51	O=C(CN1CCCc2ccccc21)NCCc1ccc(F)cc1
    -7, -9, 1, -0.2, 1.1, 17, 4, -4, -19, 1
52	CC1(C)CC(NC(=O)C23CCC(C)(/C(=N/O)C2)C3(C)C)CC(C)(C)N1 (stereo not given)
    -5, -7, 1, ., 1, 0, 1, -3, -10, 1
53	CCCCCn1c(CCNC(=O)CCC)nc2ccccc21
    1, -7, 0.9, 3.5, 1, 11, 12, -5, 0, 1
54	COc1cccc(NC(=O)Cn2c(=O)n(CC3CCCO3)c(=O)c3ccccc32)c1 (stereo not given)
    -6, -9, 1, 0.4, 1.1, 3, 2, -8, 10, 1.1
55	COc1ccccc1C(=O)C1CCCN(C(=O)c2snnc2C)C1 (stereo not given)
    -4, -8, 1, 1.6, 1, -3, -2, 2, 8, 1
56	Cc1nc2cc(C(=O)O)ccc2n1-c1ccc(F)cc1F
    -5, -16, 0.9, 1.7, 1.1, -8, 5, -6, -14, 1.1
